High-throughput results: PubChem BioAssay, several laboratories
HTR5A inv ag: inverse agonist of human HTR5A in OPRM1-OPRD1 counter-screen; P47898; HTR5A cell line, luminescence, inverse agonism; inhibition, % at 9.3 µM; hit rate 0.083% among 340,000; in the data active = inhibition mostly above about 23%, no sharp cut-off; inactive = mostly below about 18%;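 also: 0% = cells with DMSO and 100% = no-cell wells with DMSO; some compounds called inactive have numbers as strong as hits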
Target sequence (P47898 whole entry, looked up): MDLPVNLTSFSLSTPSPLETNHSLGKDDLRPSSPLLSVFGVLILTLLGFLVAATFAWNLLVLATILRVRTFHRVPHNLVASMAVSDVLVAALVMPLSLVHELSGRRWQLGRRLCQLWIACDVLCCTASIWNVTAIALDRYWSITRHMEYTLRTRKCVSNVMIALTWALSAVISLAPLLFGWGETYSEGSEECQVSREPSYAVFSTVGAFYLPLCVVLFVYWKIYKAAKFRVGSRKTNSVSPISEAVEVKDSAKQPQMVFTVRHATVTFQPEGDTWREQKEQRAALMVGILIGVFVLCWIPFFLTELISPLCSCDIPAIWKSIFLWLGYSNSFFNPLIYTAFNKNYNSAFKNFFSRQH
Wnt bcat act: activates Wnt/beta-catenin signaling in a reporter cell assay; hit rate 1.2% among 300,000; activator, plate reader; activation, % at 9.35 µM; AID 743398; in the data active = activation above about 30%, passing the limit was not always enough;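 also: 0% = neutral control wells and 100% = positive control wells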
HTR5A ag ctr: activates human HTR5A in OPRM1-OPRD1 agonist counter-screen | activation, % at 9.3 µM | P47898 | HTR5A agonist assay, luminescence, cell-based | hit rate 0.61% among 340,000; in the data active = activation mostly above about 9.5%, no sharp cut-off; inactive = mostly below about 7.6%;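 also: 0% = cells with vehicle only and 100% = reference agonist; strong numbers were not always called active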
SR-BI DiI inh: blocks mouse SR-BI lipid uptake from DiI-HDL; Q61009; ldlA[mSR-BI] CHO cells, DiI-HDL uptake fluorescence, 3 h; inhibition, % at 12.5 µM; hit rate 0.96% among 320,000; AID 488896;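 active = mean replicate inhibition of at least 70% and a set share of replicates each scoring 70 or more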;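 also: 0% = median of neutral control wells and 100% = median of positive control wells; values of inactives mirror those of a sister screen read the other way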
Target sequence (Q61009 whole entry, looked up): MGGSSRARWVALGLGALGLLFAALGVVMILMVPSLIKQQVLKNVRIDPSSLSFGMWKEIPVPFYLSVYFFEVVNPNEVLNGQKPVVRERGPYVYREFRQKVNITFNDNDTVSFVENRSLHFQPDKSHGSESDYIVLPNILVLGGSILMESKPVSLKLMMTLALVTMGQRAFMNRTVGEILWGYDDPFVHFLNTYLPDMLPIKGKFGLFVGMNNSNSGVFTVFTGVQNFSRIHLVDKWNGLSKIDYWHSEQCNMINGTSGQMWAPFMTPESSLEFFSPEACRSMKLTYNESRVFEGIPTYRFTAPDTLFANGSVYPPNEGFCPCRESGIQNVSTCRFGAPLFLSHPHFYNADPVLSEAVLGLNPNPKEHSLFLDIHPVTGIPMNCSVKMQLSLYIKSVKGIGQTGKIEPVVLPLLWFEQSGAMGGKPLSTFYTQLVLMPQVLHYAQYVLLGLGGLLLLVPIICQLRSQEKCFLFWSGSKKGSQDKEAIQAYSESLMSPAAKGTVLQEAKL
CDK5 inh: CDK5/p35 (human) kinase inhibition | Recombinant CDK5/p35, ADP-Glo luminescence, 60 min | AID 488839 | Q00535+Q15078 | inhibition, % at 10 µM | hit rate 0.01% among 330,000;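 active = highest replicate inhibition of at least 50% and at least 75% of replicates reaching 50%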;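 also: plate controls were DMSO neutral control for no effect and GW8510 at 10 µM for full effect; many of its hits are not listed in these tables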
V-ATPase pH: regulators of yeast V-ATPase proton transport; AID 504577; S. cerevisiae, pHLuorin cytosolic pH fluorescence; response, % at 10 µM; hit rate 0.37% among 350,000; in the data active = response mostly above about 7.3%, no sharp cut-off; inactive = mostly below about 5.4%; also: actives read high; inactives centre near 0; some compounds called inactive have numbers as strong as hits; reference of the scale not given here
PvdQ inh: blocks Pseudomonas aeruginosa PvdQ acylase activity; purified PvdQ acylase, fluorescence plate reader; AID 488965; inhibition, % at 10 µM; hit rate 0.063% among 340,000; in the data active = inhibition above about 30%, passing the limit was not always enough;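 also: 0% = vehicle neutral wells and 100% = reference inhibitor wells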
dFosB act: activators of mouse delta FosB homodimer. hit rate 0.99% among 340,000. activation, % at 25 µM. AID 493131. purified delta FosB, TAMRA-CDK5 oligo fluorescence polarization; percent of positive-control signal above neutral wells;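 active = mean activation above about 17%, with every replicate also reaching it, limit read from the data, passing the limit was not always enough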;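 also: fluorescence polarization rise as delta FosB binds a TAMRA Cdk5 AP-1 oligo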
MITF TRPM1 HTS: MITF TRPM1 promoter activation in melanoma cells; SK-MEL-5 TRPM1-promoter luciferase, 24 h; % of positive control, neutral wells = 0; activation, % at 12.5 µM; hit rate 0.75% among 300,000;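 active = mean activation of at least 80% with every replicate also reaching 80%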;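 also: 0% = neutral control wells and 100% = parthenolide positive control wells; values of inactives mirror those of a sister screen read the other way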
NSD2 inh: NSD2 (human) methyltransferase inhibition; O96028; NSD2 peptide methylation, AlphaScreen, 120 min; inhibition, % at 12.5 µM; hit rate 0.54% among 310,000; AID 743445; in the data active = inhibition above about 50%
* marks the source's active call; other numbers are inactive results; x = no result given; & = joins results of further samples.

SMILES	HTR5A inv ag	Wnt bcat act	HTR5A ag ctr	SR-BI DiI inh	CDK5 inh	V-ATPase pH	PvdQ inh	dFosB act	MITF TRPM1 HTS	NSD2 inh
COc1ccc(CN2C(=O)c3cccc4cccc(c34)C2=O)cc1	-6	41*	2	4	-0.1	1	-6	0	-3	x
Nc1cc2c(cc1C(=O)c1cccc(Br)c1)OCCO2	12	5	-5	-12	0.7	3	-6	-5	8	6
COc1ccc(OCC(=O)OC(C)CN2CCOCC2)cc1 (centres undefined)	-1	-4	6	-14	-0.8	-1	-19	-7	2	-6
O=C(CCl)N1c2ccccc2CCc2ccccc21	-2	-1	-3	5	0.3	-67	-10	3	-75	5
COc1ccc(NC(=O)CCCn2nc(C)c3c(C)n(-c4ccccc4)nc3c2=O)cc1OC	16	-2	-2	1	-0.4	-1	-5	1	-6	2
COc1ccc(NC(=O)Cn2c3ccccc3c3nc4n(c(=O)c32)CCS4)cc1	8	-2	-3	-193	-4.9	-1	-11	-8	-10	-2
CC(=O)N(c1ccc2oc(=O)sc2c1)S(=O)(=O)c1ccc(C(=O)O)cc1	1	-1	-3	-16	-1.5	4	-1	-5	3	0
O=C(O)c1nn(CCOc2ccccc2F)c(=O)c2ccccc12	17	-1	-6	x	-1.3	4	-7	-16	19	31
Cc1cc(C(F)(F)F)c2c(N)c(C(=O)NC3CC3)sc2n1	14	1	2	-1	-2.0	1	-18	-5	3	-7
CSc1nc(NNC=O)cc(Oc2ccc(NC(C)=O)cc2)n1	15	6	-4	-20	-1.3	-2	-19	-4	-5	2
O=C(CSc1ccc(-c2ccco2)nn1)N1CCCCCC1	4	1	-2	16	-0.4	-2	-2	-11	6	4
O=C1[C@H]2[C@@H](c3ccc(F)cc3)N3C(=O)N(c4cccc(Cl)c4)C(=O)[C@@]3(Cc3ccccc3)[C@H]2C(=O)N1C1CCCCC1	-11	-6	0	-4	-0.2	-2	0	-1	1	x
FC(F)(F)c1cccc(CN2CCC(c3cc(-c4cccs4)n[nH]3)CC2)c1	3	-7	-1	-1	2.9	3	-9	-4	0	1
O=C(N/C(=C/C=C/c1ccccc1)C(=O)N1CCOCC1)c1ccccc1Cl	-17	-1	1	-3	0.3	0	10	-8	-11	-1
C#CCNC(=O)C1=C[C@@H](C2CCCCC2)C[C@@H](OCc2ccc(CO)cc2)O1	8	2	-2	-3	1.0	-4	-13	-10	11	x
COc1ccc(/C=C/C(=O)c2ccc([N+](=O)[O-])o2)cc1	-12	-4	4	-15	-0.7	2	-9	-7	-102	x
COc1ccc(-c2cc(C(=O)Nc3cc(S(=O)(=O)N4CCOCC4)ccc3N3CCOCC3)c3ccccc3n2)cc1	-6	-2	-6	-1	-0.7	2	-8	34*	8	0
O=C(c1ccc(F)cc1)N1CCCC(C(=O)N2CCCCC2)C1 (centres undefined)	4	4	-5	-27	0.4	-3	-4	3	-11	-4
CC1(C)CC(=O)c2cc(OCC(=O)NCCN3CCCc4ccccc43)ccc2O1	-18	x	1	2	-0.3	-1	-20	-5	-11	4
Cc1cc(C)nc(SC2c3cccc4cccc(c34)C2NS(=O)(=O)c2ccccc2)n1 (centres undefined)	-11	-6	2	22	-0.7	-1	-11	-7	5	0
CCOCC(=O)Nc1ccc([N+](=O)[O-])cc1OC	-4	-1	2	3	-0.7	3	0	2	1	0
Cc1csc(=O)n1CCC(=O)OCC(=O)Nc1ccc(C(N)=O)cc1	10	2	-3	-9	-1.9	1	-6	-4	-2	0
O=C(NC12CC3CC(CC(C3)C1)C2)N1CCC(O)(c2ccc3c(c2)OCO3)CC1	9	-2	-3	13	-1.9	-1	3	1	13	17
CC(NC(=O)COC(=O)CN1C(=O)NC2(CCCC2)C1=O)c1ccc(F)cc1 (centres undefined)	-1	-2	5	0	-4.5	5	-14	-8	1	1
CCn1c(/N=C/c2c[nH]c3ccccc23)nc2ccccc21	6	1	7	-29	-0.3	-2	-10	-27	-10	6
COc1ccc(CC(=O)NCc2ccc(-n3cccc3)cc2)cc1OC	-22	-3	6	-14	1.5	2	-9	-1	-22	-1
COC(=O)/C(=C/c1ccco1)NC(=O)c1ccc(Br)o1	3	-2	-1	-22	-0.6	-2	-8	2	19	1
Cc1cccc(N2CC(C(=O)Nc3ccc(S(=O)(=O)Nc4nccs4)cc3)CC2=O)c1C (centres undefined)	4	-1	-1	x	-3.0	0	-14	-8	x	16
Cn1cccc1C(=O)NC(=O)COC(=O)CC12CC3CC(CC(C3)C1)C2	-1	x	1	-17	-1.8	2	-18	-3	-1	1
Cn1c(Cc2ccccc2)nnc1SCC(=O)NC1CCCCC1	-16	x	2	-24	1.3	0	-2	3	-3	1
O=C(Nc1ccc(Cl)cc1)c1cccc(S(=O)(=O)Nc2ccccn2)c1	17	-1	0	24	1.9	7	-13	-1	14	23
CC(C)(C)NS(=O)(=O)c1ccc(OCC(=O)NCC2CCCO2)cc1 (centres undefined)	-15	0	-7	-20	1.1	2	-10	0	1	0
CN(C)c1ccc(Nc2ccc([N+](=O)[O-])cn2)cc1	21	9	-6	8	3.9	-3	9	2	x	5
Cc1ccc(NS(=O)(=O)c2ccccc2F)cc1S(=O)(=O)N1CCCCCC1	0	1	0	-11	-0.4	0	-12	-4	-2	0
CCC(C(=O)N1CCN(S(=O)(=O)c2ccc(F)cc2)CC1)c1ccccc1 (centres undefined)	-2	-3	1	-35	-1.7	-4	3	-11	-2	-3
COC(=O)C1=C(Nc2cc(Cl)cc(Cl)c2)CSC1	17	2	-1	3	1.0	3	23	5	x	0
O=C(O)C1CC=CCC1C(=O)NNc1ccccc1 (centres undefined)	15	-1	-5	-14	-0.5	-5	-11	3	-3	-3
CCOc1ccc2oc(-c3ccccc3)c(C(=O)N3CCN(C)CC3)c2c1	-2	x	0	13	1.8	-1	1	3	-12	7
O=C(CC1SC(N2CCOCC2)=NC1=O)Nc1ccccc1Cl (centres undefined)	20	5	-1	0	-1.0	-1	3	-5	3	-4
COc1ccc(-c2c(C#Cc3ccsc3)c3cc(-c4ccc5cc[nH]c5c4)ccc3n2C)cc1	-16	3	-1	37	1.9	-4	10	4	-2	x
O=C(Oc1ccc(Cl)c2cccnc12)N1CCCCCC1	-6	x	-7	-7	-2.9	-1	-5	-5	3	-3
CC(=NCCc1c(C)[nH]c2ccc(OC(F)(F)F)cc12)C1=C(O)CC(c2ccccc2)CC1=O (centres undefined)	3	-3	-1	32	-0.8	-2	-3	-1	-19	-1
O=c1cc(CN2CCN(Cc3ccccc3)CC2)c2ccc(O)cc2o1	-17	0	6	x	-0.4	1	2	-7	-6	-2
Cc1ccsc1CCNC(=O)C1CCC(=O)N(CCc2cccc(F)c2)C1 (centres undefined)	-5	26	2	18	-1.3	4	-14	3	95*	-2
Cc1nn(Cc2ccccc2)c(C)c1NC(=O)CSc1n[nH]c(C)c1[N+](=O)[O-]	20	-2	-7	-12	-0.5	3	-13	5	4	-5
COCc1nnc(NC(=O)CSCc2ccccc2)s1	4	x	2	-27	2.1	-2	0	-1	15	10
CC(=O)c1ccc(O)c(CO)c1	0	x	0	-2	1.6	0	4	9	12	2
CCc1ccc(OCc2n[nH]c(=S)n2C(C)CCCC(C)C)cc1 (centres undefined)	-5	-3	2	-18	4.4	-3	13	-12	3	0
Cc1cc(C)c(CSc2nnnn2-c2ccc(C(=O)O)cc2)c(C)c1	3	-1	-1	-10	0.6	-1	-9	-1	-1	0
COc1cccc(NC(=O)Cn2c3ccccc3c3nc4n(c(=O)c32)CCS4)c1	4	-1	-2	1	-3.3	-2	-12	11	-4	-2
Cc1cc(=O)n2c(c1C#N)SC1CCCCC12O (centres undefined)	9	-1	1	-5	2.6	0	-4	-9	5	-1
c1cc(CNc2ccc3c(c2)OCO3)ccn1	-11	0	-1	5	-2.1	-5	0	-26	11	6
CNc1ccccc1C(=O)OCC(=O)c1ccc(F)cc1	15	4	-5	-8	3.6	-4	4	0	2	-2
COc1ccc(OCC(=O)Nc2ccc(N3CCN(C(=O)c4ccccc4)CC3)c(Cl)c2)cc1	11	-7	2	68	-0.1	1	-21	-12	-44	2
COc1cccc(C(=O)NNC(=O)CCC(=O)O)c1	-6	1	2	x	0.1	-4	2	-3	2	-4
O=C(CSc1nnc(-c2ccco2)o1)c1ccc[nH]1	-13	10	4	7	-0.6	1	2	-14	41	-5
Cc1ccc(N(C(=O)C(F)(F)F)C(C(=O)NC2CCCCC2)c2cccs2)cc1 (centres undefined)	-10	x	12	-22	-0.5	1	-8	-1	-9	-3
CC(=O)Nc1nc2ccccc2n1Cc1ccc(C)cc1	-1	-1	0	-16	6.8	5	7	-6	-1	-2
CCCN(CCC)Cc1c(C(=O)N/N=C/C(C)=C\c2ccco2)nnn1-c1nonc1N	-15	-3	6	4	1.0	6	-10	-19	-66	x
CCOc1cc(N2CCOCC2)c(OCC)cc1NC(=O)COC(=O)[C@@H]1CCCN1S(=O)(=O)c1ccccc1F	-2	2	1	-8	0.0	-5	-12	-16	1	2

Quoted from the listing.
Cc1ccsc1CCNC(=O)C1CCC(=O)N(CCc2cccc(F)c2)C1 (centres undefined) in HTR5A inv ag shows -5
COc1cccc(NC(=O)Cn2c3ccccc3c3nc4n(c(=O)c32)CCS4)c1 in MITF TRPM1 HTS shows -4
O=c1cc(CN2CCN(Cc3ccccc3)CC2)c2ccc(O)cc2o1 in PvdQ inh shows 2

Next section.
SMILES	HTR5A inv ag	Wnt bcat act	HTR5A ag ctr	SR-BI DiI inh	CDK5 inh	V-ATPase pH	PvdQ inh	dFosB act	MITF TRPM1 HTS	NSD2 inh
CCOC(=O)c1c(N2C(=O)Nc3cc(Cl)c(Cl)cc3N2O)sc2c1CCCCC2	-7	x	2	29	-0.2	7	9	-3	-4	x
CC1Cc2nc(SCC(=O)N3CCCc4ccccc43)n(C)c(=O)c2S1 (centres undefined)	-5	14	2	33	-4.4	0	-18	-4	-3	x
CCCn1c(SCC(=O)N2CCCC(C)C2)nnc1-c1ccccn1 (centres undefined)	-20	2	1	4	1.1	-2	-7	-1	-11	-3
O=C(O)/C=C/c1ccc(Cn2ccnc2)cc1	-15&-10	1&-1	9&3	-13&-4	0.0&-0.2	-5&5	-2&8	6&7	1&-13	x
Cn1c(SCc2ccc(C#N)cc2)nnc1-c1ccncc1	5	-1	-1	-18	1.7	-3	-10	1	-10	0
COc1cc(NS(=O)(=O)c2ccc(NC(=O)/C(=C/c3ccccc3Cl)NC(=O)c3ccccc3)cc2)nc(OC)n1	-4	x	2	-5	-0.2	4	-6	-16	-13	5
CCOc1ccccc1NC(=O)COC(=O)c1cc[n+]([O-])cc1	3	-2	2	x	-3.1	8	-10	-8	9	-2
O=C(CNC(=O)c1ccc(Br)o1)Nc1ncccc1O	-27	1	-5	-27	0.0	0	2	-2	1	3
CCn1nc(C)c(NC(=O)CCCSc2nc(-c3ccco3)cc(C(F)(F)F)n2)c1C	-6	x	6	29	0.0	5	8	-15	-3	2
COc1ccccc1NC(=O)C1=C(C)Nc2ncnn2C1c1ccccc1C (centres undefined)	-26	x	-4	-2	-0.3	-3	5	-11	x	-2
COc1ccc(NC(=O)c2ccccc2NC(=O)C2CCCO2)cc1 (centres undefined)	-10	x	-2	9	1.6	-2	0	4	26	0
Cc1ccc(S(=O)(=O)Nc2nncs2)cc1	0	-2	-2	-15	-0.6	6	12	6	6	x
